# Screens as filed in PubChem.
# TDP1 inh = TDP1 (human) enzyme inhibition | Potency, µM (highest dose often 130 µM), for inactives: top-dose activity change, negative = inhibition, actives largely listed as inhibitors | recombinant TDP1, AlphaScreen DNA substrate cleavage | Q9NUW8 | hit rate 0.28% among 350,000; also: nearly all actives have a fitted effect of over 40% in size
# Target sequence (Q9NUW8 whole entry, looked up): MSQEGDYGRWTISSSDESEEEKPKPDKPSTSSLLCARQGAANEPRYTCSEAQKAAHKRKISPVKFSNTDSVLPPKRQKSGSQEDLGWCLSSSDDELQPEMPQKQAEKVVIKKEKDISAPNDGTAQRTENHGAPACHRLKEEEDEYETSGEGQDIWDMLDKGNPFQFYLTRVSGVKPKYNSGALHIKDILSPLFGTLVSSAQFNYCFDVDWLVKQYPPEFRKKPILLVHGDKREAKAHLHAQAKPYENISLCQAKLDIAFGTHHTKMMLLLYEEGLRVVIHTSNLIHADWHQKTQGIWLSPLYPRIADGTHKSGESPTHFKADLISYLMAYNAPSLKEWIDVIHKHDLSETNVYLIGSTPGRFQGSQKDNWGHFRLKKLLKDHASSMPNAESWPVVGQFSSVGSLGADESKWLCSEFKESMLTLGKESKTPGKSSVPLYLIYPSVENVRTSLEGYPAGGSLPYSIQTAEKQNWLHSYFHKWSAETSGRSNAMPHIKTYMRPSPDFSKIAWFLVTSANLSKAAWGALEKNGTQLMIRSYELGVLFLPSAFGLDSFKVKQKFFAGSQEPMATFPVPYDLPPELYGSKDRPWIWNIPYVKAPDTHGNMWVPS
#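 Compounds were preincubated with Tdp1 (1 nM final) for 15 min at room temperature before substrate (15 nM final) started a 5 min reaction; beads (10 ug/ml final) were then added for 10 min before AlphaScreen detection.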
# GCN5L2 inh = blocks human GCN5L2 histone acetyltransferase. AID 504327. Potency, µM (series often up to 58.9 µM), for inactives: top-dose activity change, negative = inhibition, usual class: inhibitors. Q92830. hit rate 0.21% among 390,000. GCN5L2 HAT assay, ThioGlo1 CoA-SH fluorescence
#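 ThioGlo1-coupled HAT assay: 20nM GCN5L2, 70uM acetyl-CoA, 75uM H3(1-25) peptide, pH 7.5. Fluorescence read at 340/540nm at start and after 20 min at room temperature.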
# DT40 TDP1 no CPT = qHTS for Inhibitors of human tyrosyl-DNA phosphodiesterase 1 (TDP1): qHTS in cells in absence of CPT; DT40 Tdp1-/- hTDP1 cells, no CPT, ATP luminescence, 48 h; Potency, µM (top dose mostly 46.2 µM), inactives show at the top dose activity change, negative = growth inhibition, hits mostly inhibitors; hit rate 15% among 420,000; AID 686978, 2013; also: nearly all actives have a fitted effect of over 55% in size
#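 Camptothecin absent (DMSO only). Human TDP1-complemented DT40 knockout cells, 400 cells/well, 37 °C for minimum 48 hr; ATP measured via CellTiter-Glo, 30 min dark incubation, luminescence.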
# * = called active by the depositor; ? = inconclusive; . = not tested or not shown; & = joins results of further samples. Calls follow the shape of the dose curve; as a rule, active = well fitted curve in the direction sought with a large enough effect; inconclusive = small, poorly fitted or top-dose-only effect, or another doubt; inactive = no such curve, though single readings can be large; an effect the other way counts as inactive or inconclusive. % is scaled to controls: 0 for no effect and ±100 for the full control effect; potency is read from the fitted curve at half-maximal effect.
SMILES,TDP1 inh,GCN5L2 inh,DT40 TDP1 no CPT
O=C(NCC(c1cccnc1)N1CCN(Cc2ccccc2)CC1)C(=O)Nc1ccc(Cl)cc1 (centres undefined),5%,-10%,7.3µM*
C=CC[n+]1c(-c2ccccc2)csc1NC(C)(C)C,3%,-6%,-24%
Cc1cc(/C=N/O)c(C)n1-c1cccc(Cl)c1,-6%,-8%,?
Cc1nc(N=Nc2cc(S(=O)(=O)O)ccc2S(=O)(=O)O)c(COP(=O)(O)O)c(C=O)c1O,5µM*,?,-15%
O=C(O)c1cccc(Cn2c(Cl)c(/C=N/NC(=O)c3cccc(O)c3)sc2=O)c1,7%,-23%,8%
Cc1nc2c(C#N)c(C)[nH]n2c(=O)c1Cc1ccccc1,0%,?,-9%
O=S(=O)(c1ccc2oc3ccccc3c2c1)N1CCCC1,-4%,-2%,?
Cc1ccnn1CC(=O)N/N=C/c1cn[nH]c1-c1ccc(F)cc1,7%,-5%,-8%
COc1ccc(/C=N/NC(=O)c2ccc(=O)[nH]n2)cc1OC,-7%,28%,-23%
CC1(C)CC(=O)C(N=Nc2ccc(F)cc2)=C(O)C1,5%,4%,23%
CCCCNC(=O)CSc1nc2cc3c(cc2c(=O)n1CCCCCC(=O)NCCc1ccc(OC)c(OC)c1)OCO3,-2%,-9%,1%
COc1cc(NC(=O)C2CCCCC2)c(OC)cc1NC(=O)c1ccccc1,2%,-12%,-19%
CSc1nnc(-c2sc3cc(C(F)(F)F)cnc3c2-c2ccccn2)n1C,7%,-5%,?
CCc1ccc(N2CC(C(=O)N/N=C/c3cc([N+](=O)[O-])ccc3O)CC2=O)cc1 (centres undefined),10%,-8%,?
COc1ccc2oc(-c3cccc(NC(=O)c4sc5c([N+](=O)[O-])cccc5c4Cl)c3)nc2c1,-2%,-9%,.
CCCSc1nc2sc3c(c2c(=O)n1CC)CC(C)(C)OC3,1%,0%,?
CC(=O)Oc1ccc(/C=N\NC(=O)c2cc3c(ccc4ccccc43)o2)cc1,.,-17%,?
O=C(CSc1cccc[n+]1[O-])Nc1ccc(C(F)(F)F)cc1[N+](=O)[O-],2%,0%,-2%
O=C(c1ccco1)N1CCN(Cc2cc(=O)c(OCc3ccc([N+](=O)[O-])cc3)co2)CC1,0%,-13%,-9%
Cc1ccc2oc(C(=O)N(Cc3ccccc3F)C3CCS(=O)(=O)C3)c(C)c2c1 (centres undefined),4%,-7%,23µM*

# Looked up above:
# Cc1nc(N=Nc2cc(S(=O)(=O)O)ccc2S(=O)(=O)O)c(COP(=O)(O)O)c(C=O)c1O in DT40 TDP1 no CPT: -15%
# Cc1ccc2oc(C(=O)N(Cc3ccccc3F)C3CCS(=O)(=O)C3)c(C)c2c1 (centres undefined) in DT40 TDP1 no CPT: 23µM*
# C=CC[n+]1c(-c2ccccc2)csc1NC(C)(C)C in DT40 TDP1 no CPT: -24%
# CCc1ccc(N2CC(C(=O)N/N=C/c3cc([N+](=O)[O-])ccc3O)CC2=O)cc1 (centres undefined) in TDP1 inh: 10%
# O=C(O)c1cccc(Cn2c(Cl)c(/C=N/NC(=O)c3cccc(O)c3)sc2=O)c1 in GCN5L2 inh: -23%
# CCCSc1nc2sc3c(c2c(=O)n1CC)CC(C)(C)OC3 in GCN5L2 inh: 0%

# The listing continues.
SMILES,TDP1 inh,GCN5L2 inh,DT40 TDP1 no CPT
CCOc1ccc(Nc2oc(/C=C/c3ccc(F)cc3)nc2C#N)cc1,2%,-3%,-23%
CCSc1nc2ccccc2c(OCc2cc(C(=O)OC)ccc2OC)c1C(=O)OC,-5%,-6%,?
Cc1nnc(NC(=O)C2CCCN(S(=O)(=O)c3ccccc3C(F)(F)F)C2)s1 (centres undefined),7%,-4%,-17%
Cc1ccc(C(=O)N2CCN(S(=O)(=O)c3ccccc3)CC2)s1,1%,-19%,-26%
Cc1ccc(NNC(=O)c2ccc(Cl)cc2)nn1,-2%,1%,-10%
C=CCN(C(=O)CNC(=O)c1ccco1)C(C(=O)NC1CCCC1)c1ccc(OC)cc1 (centres undefined),-13%,-4%,-23%
N#CCc1ccc(NS(=O)(=O)c2cccs2)cc1,-4%,-3%,-8%
CC1CN(C(=O)Nc2ccc3c(c2)OCCO3)CC(C)O1 (centres undefined),-3%,-3%,11%
O=C(Cc1ccc(Cl)cc1)NCCCNC(=O)c1cccnc1,.,-1%,-12%
Cc1ccccc1CNC(=O)C(=O)NCC1CCCN1S(=O)(=O)c1cccs1 (centres undefined),.,-12%,?
CN(Cc1cn(C)nc1-c1ccc(Oc2ccccc2)cc1)C1CCOC1 (centres undefined),.,2%,5%
CCOc1cc(C(=O)OCc2cc(=O)n3c(C)csc3n2)ccc1OC,-2%,-2%,?
COc1cc2c(cc1NC(=S)NC(=O)/C=C/c1ccco1)oc1ccccc12,11%,-1%,?
CCC(c1nnc(SCC(=O)Nc2ccc(N3CCOCC3)cc2)n1Cc1ccccc1)N(C)C (centres undefined),.,-5%,-12%
CN1CCc2c(sc(/N=C/c3cc(C(C)(C)C)ccc3O)c2C#N)C1,8%,-6%,-5%
Cc1ccc(N(C)C(=O)c2cc(S(=O)(=O)N3CCc4ccccc43)cn2C)cc1,.,-10%,?
CNCc1nc2ccccc2[nH]1,5%,0%,15%
O=C1c2ccc(-c3ccc(F)cc3OCc3ccccc3)cc2S(=O)(=O)c2cccc(C(=O)N3CCN(c4ncc(Cl)cc4Cl)CC3)c21,.,-2%,?
CC(=O)N1CCN(c2ccc(NC(=O)c3ccccc3Br)cc2Cl)CC1,0%,-1%,?
COc1cc(C(=O)NCC(=O)NC(C)c2ccc(-n3ccnc3)cc2)cc(OC)c1OC (centres undefined),11%,-8%,-12%
CCN(CC)CCNC(=O)Cn1c(-c2ccccn2)nc2ccccc21,7%,0%,-3%
CCc1nnc(NC(=O)c2cccc(OC)c2)s1,-3%,-9%,-4%
Cc1cccc(C)c1N(CC(=O)NCc1ccccc1)C(=O)c1csnn1,9%,-5%,-1%
CN(CCc1ccccn1)C(=O)CN(C)S(=O)(=O)c1ccc2c(c1)c(=O)n(C)c(=O)n2C,5%,-8%,1%
O=C(CCc1nnc2n(Cc3ccc(F)cc3)c(=O)c3ccccc3n12)NCCN1CCOCC1,.,4%,-7%
COc1ccc([N+](=O)[O-])cc1NC(=O)CSCc1ccccc1C,-1%,17%,?
O=C(CSc1nc(-c2ccc(F)cc2)nc2c1Cc1ccccc1O2)Nc1cccc(C(=O)O)c1,4µM*,13µM*,-17%&-25%
COc1ccc(CCN2CCCn3c2nc2c3c(=O)n(C)c(=O)n2C)cc1OC,.,-3%,-16%
Nn1c(SCC(=O)Nc2ccc(Oc3ccccc3)cc2)nnc1C1CC1,5%,2%,-9%
O=C1CNC(=O)N1,.,-3%,24%
Cc1ccc(C)c(NC(=O)CN2C(=O)c3cccc4cccc2c34)c1,0%,0%,?
COc1ccc(-n2ncc3c2CC(C)(C)CC3NC(=O)c2ccoc2C)cc1 (centres undefined),6%,-14%,-28%
COc1ccc(S(=O)(=O)N2CCCCCC2)cc1C(=O)N(C)Cc1ccc(C)cc1,-6%,-1%,?
CC1Cc2cc(-c3csc(NC(=O)Cc4cccs4)n3)ccc2N1S(C)(=O)=O (centres undefined),7%,-11%,23µM*
O=C(NCC12CC3CC(CC(C3)C1)C2)c1cc2nc(-c3ccc(F)cc3)cc(C(F)(F)F)n2n1,9%,1%,-12%
CCOC(=O)c1ccc(-c2ccc(/C=N/NC(=O)c3cncc(Br)c3)o2)cc1,.,1%,23µM*
COc1ccc(C(=O)Oc2cc(/C=N/NS(=O)(=O)c3ccccc3)ccc2OC)cc1,7%,-10%,-20%
Clc1cccc(Cl)c1Cn1cnc(=NCc2ccco2)c2[nH]cnc21,4%,-5%,?
COc1ccc(Cl)cc1NC(=O)CN(c1cccc(C)c1C)S(C)(=O)=O,.,1%,?
Cn1cnnc1SCC(=O)Nc1sccc1C#N,-2%,2%,-1%
Cc1ccc(-c2cc(C(=O)Nc3cccnc3)[nH]n2)c(O)c1C,6%,-1%,?
COCCCNC(=O)CN(c1cc(Cl)cc(Cl)c1)S(C)(=O)=O,0%,1%,10%
COC(=O)c1cn(Cc2ccccc2C)nn1,1%,-2%,-13%
Cc1cc(C(=O)Nc2nc3c(s2)CCCC3)no1,0%,3%,4%
COc1c2ccoc2c(OC[C@@H](O)C(C)(C)O)c2oc(=O)ccc12,0%,-3%,-18%
COc1cc(C)c(CN2CCSCC2)cc1C,.,-14%,0%
Oc1ccccc1N1CCN(CC(O)COC2CCCc3ccccc32)CC1 (centres undefined),.,?,?
Cc1nnc(SCSc2nnc(C)s2)s1,6%,-2%,-26%
Cc1ccc(/C=C(\C#N)C(=O)NCC2CCCO2)o1 (centres undefined),3%,-3%,1%
COc1ccc2oc(=O)c(C(=O)Oc3ccc(NC(C)=O)cc3)cc2c1,3%,?,-5%
COC(=O)C1=COC(OC2OC(CO)C(O)C(O)C2O)C2C1C=CC2(O)CO (centres undefined),.,-11%,-2%
Cc1oc(-c2ccccc2F)nc1CSCC(=O)NC1CC1,2%,0%,-24%
Nc1nc(NC(=O)C(Cl)(Cl)Cl)nn1-c1ccccc1,1%,6%,-18%
Cc1ccc(NC(c2nnc(-c3ccccc3)o2)c2ccccc2F)c([N+](=O)[O-])c1 (centres undefined),11%,-19%,23µM*
CCn1cc(C(=O)NCCC(C)C)c(=O)c2cc(F)c(N3CCN(C)CC3)cc21,.,16%,?
Cc1ccc(SCC(=O)NC(=O)NCc2ccccc2)c(C)c1,4%,-1%,-21%
CC1CCN(c2ncnc3c2nnn3C)CC1,3%,-8%,-15%
Cc1cccc(NC(=S)NNC(=O)c2ccccc2Br)c1,11%,-2%,?
O=C(C1CCCO1)N1CCN(S(=O)(=O)c2ccc(F)cc2)CC1 (centres undefined),0%,-12%,7%
Cc1cc(C)c([N+](=O)[O-])cc1NC(=O)CCS(=O)(=O)c1ccccc1,0%,-1%,-17%

# Among those listed so far, 3 have bromine:
SMILES,TDP1 inh,GCN5L2 inh,DT40 TDP1 no CPT
CC(=O)N1CCN(c2ccc(NC(=O)c3ccccc3Br)cc2Cl)CC1,0%,-1%,?
CCOC(=O)c1ccc(-c2ccc(/C=N/NC(=O)c3cncc(Br)c3)o2)cc1,.,1%,23µM*
Cc1cccc(NC(=S)NNC(=O)c2ccccc2Br)c1,11%,-2%,?

# Next section
SMILES,TDP1 inh,GCN5L2 inh,DT40 TDP1 no CPT
CC(Sc1nc(N)c2c3c(sc2n1)CSC(C)(C)C3)C(=O)Nc1ccccc1 (centres undefined),1%,-4%,13µM*
Cc1cc(NC(=O)NC(=O)c2cccc(OC(F)(F)C(F)F)c2)n[nH]1,1%,3%,-7%
C/C=C(\C)C(=O)N1CC2(CC(c3cccc(NC(=O)CC(c4ccccc4)c4ccccc4)c3)=NO2)C[C@H]1C(N)=O (some centres undefined),5%,14%,.
Cc1cc(C)cc(N(C(=O)c2ccccn2)C(C(=O)NC2CCCCC2)c2cccs2)c1 (centres undefined),0%,-4%,-20%
Cc1cc(N/N=C/c2ccccc2)nc(N2CCOCC2)n1,.,-7%,-5%
COc1ccccc1N(C1=NCCCS1)S(=O)(=O)c1ccc(C(C)(C)C)cc1,-1%,0%,23µM*
COc1cccc(CN2CCC(C(=O)N3CCN(Cc4ccc5c(c4)OCO5)CC3)CC2)c1,3%,?,-45%
COCc1cc(N2CCOCC2)nc(-c2ccccc2)n1,3%,-7%,?
CCCCC(NC(=O)CCc1c(C)c2cc3c4c(oc3c(C)c2oc1=O)CCCC4)C(=O)O (centres undefined),.,-7%,19%
Cc1ccc(NC(=O)c2cc3c(Cl)nc4ccc(C)cc4c3s2)c(Cl)c1,4%,-5%,?

# In the list so far, 3 have a COOH group:
SMILES,TDP1 inh,GCN5L2 inh,DT40 TDP1 no CPT
O=C(O)c1cccc(Cn2c(Cl)c(/C=N/NC(=O)c3cccc(O)c3)sc2=O)c1,7%,-23%,8%
O=C(CSc1nc(-c2ccc(F)cc2)nc2c1Cc1ccccc1O2)Nc1cccc(C(=O)O)c1,4µM*,13µM*,-17%&-25%
CCCCC(NC(=O)CCc1c(C)c2cc3c4c(oc3c(C)c2oc1=O)CCCC4)C(=O)O (centres undefined),.,-7%,19%

# Some of the compounds tested. The share of hits here may be higher or lower than overall.
